Compound activity deposited in PubChem by National Center for Advancing Translational Sciences (NCATS).
MCF10A rerep: DNA re-replication induction in MCF 10a cells. MCF 10A DNA re-replication, Hoechst nuclear intensity, 48 h. Potency, µM (titrated, usually from 46.1 µM), for inactives: at the highest dose activity, positive = re-replication, most hits filed as activators. 350,000 compounds, 2.9% hits. AID 624296; also: potency is read from the fitted curve at half-maximal effect; % of control where 0% means no effect; nearly all actives have a fitted effect of over 50% in size
KB-3-1 tox: kills parental KB-3-1 adenocarcinoma cells. KB-3-1 viability, CellTiter-Glo ATP luminescence, 72 h. 400,000 compounds, 1.4% hits. Potency, µM (doses to about 46.1 µM), for inactives: at the top dose activity change, negative = cytotoxic, hits mostly cytotoxic; also: potency is read from the fitted curve at half-maximal effect; % is scaled to controls: 0 for no effect and ±100 for the full control effect; nearly all actives have a fitted effect of over 60% in size
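KB-3-1 cells, DMEM (no phenol red) + 10% FBS; compound by pin transfer, 72 h, 37 °C. Readout: CellTiter-Glo luminescence after 10 min. Data normalized, curve-fitted.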
IL-1B inflam inh: blocks inflammasome-driven IL-1 beta release. 360,000 compounds, 4.7% hits. THP-1 LPS/ATP IL-1B secretion, AlphaLISA, 16 h; stronger effect = lower value. activity change, % at 57.5 µM; in the data active = activity change below about -50%; inconclusive = mostly about -30% to -49%; also: % is scaled to controls: 0 for no effect and ±100 for the full control effect
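Secreted IL-1B measured by AlphaLISA bead assay after 16 h compound exposure of THP-1 cells; compounds (final up to 57.5 uM) added 1 h before LPS (250 ng/mL) and ATP (1.25 mM) stimulation; lower signal means less secretion.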
SW480 rerep: DNA re-replication induction in SW480 cells | SW480 DNA re-replication, Hoechst DNA content imaging, 48 h | Potency, µM (titrated, usually from 46.1 µM), without a hit: at the highest dose re-replication activation, actives largely listed as activators | 340,000 compounds, 1.8% hits | AID 624297; also: potency is read from the fitted curve at half-maximal effect; % of control where 0% means no effect; nearly all actives have a fitted effect of over 55% in size
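Image-based read-out: total Hoechst fluorescence of nuclei (405 nm excitation, 500-530 nm emission), with hits raising the fraction of high-intensity nuclei. SW480 colon cells incubated 48 hr with compounds at 37 C.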
WRN helicase inh: blocks human WRN helicase. Q14191. Potency, µM (series often up to 114 µM), for the others: top-dose activity change, negative = inhibition, hits mostly inhibitors. WRN helicase unwinding, fluorescent forked duplex, kinetic. 360,000 compounds, 0.46% hits; also: potency is read from the fitted curve at half-maximal effect; % is scaled to controls: 0 for no effect and ±100 for the full control effect; nearly all actives have a fitted effect of over 55% in size
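WRN at 20 nM final preincubated with compound 15 min at room temperature; reaction started with 100 nM fluorophore/quencher forked duplex oligonucleotide and 2 mM ATP final. Unwinding followed kinetically by red fluorescence (ex 525, em 598 nm).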
ATXN2 expr inh: ATXN2 expression inhibition | Potency, µM (top dose mostly 57 µM), without a hit: at the highest dose activity change, negative = inhibition, most hits filed as inhibitors | 360,000 compounds, 0.72% hits | HEK-293 ATXN2-luciferase reporter, luminescence, 24 h; also: potency is read from the fitted curve at half-maximal effect; % is scaled to controls: 0 for no effect and ±100 for the full control effect; nearly all actives have a fitted effect of over 55% in size
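ATXN2-luciferase reporter cells (luciferase flanked by upstream and downstream ATXN2 gene portions) were treated 24 h at 37 °C with compounds at up to 57 uM. SteadyGlo luminescence gave expression; GF-AFC fluorescence gave viability.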
HT1080 IDH1KD tx: HT-1080 IDH1 knockdown cell toxicity (counter line); HT-1080 IDH1 knockdown viability, ATP luminescence, 48 h; AID 686971; Potency, µM (doses to about 46.1 µM), for inactives: at the highest dose activity, negative = toxicity, most hits filed as cytotoxic; 360,000 compounds, 2% hits;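 also: potency is read from the fitted curve at half-maximal effect; 0% = DMSO wells and -100% = cell-free medium wells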
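CellTiter-Glo luminescence after 48 h compound exposure at 37 degrees C of IDH1-knockdown HT-1080 cells in 5% FBS RPMI. %Activity scaled between DMSO wells and cell-free media wells, with curves fitted and assigned curve classes.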
KB-V1 cytotox: kills drug-selected multidrug resistant KB-V1 cells | KB-V1 MDR cells viability, CellTiter-Glo, 72 h | 400,000 compounds, 3.4% hits | Potency, µM (series often up to 46.1 µM), without a hit: at the highest dose activity change, negative = cytotoxicity, most hits filed as cytotoxic; also: potency is read from the fitted curve at half-maximal effect; % is scaled to controls: 0 for no effect and ±100 for the full control effect; nearly all actives have a fitted effect of over 60% in size
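Potencies derive from concentration-effect curves fitted to normalized luminescence (CellTiter-Glo) of KB-V1 cells treated for 72 h at 37 degrees C in phenol-red-free DMEM containing 10% FBS.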
HT1080NT lethal: kills 2HG-producing HT-1080-NT fibrosarcoma cells; HT-1080-NT fibrosarcoma viability, CellTiter-Glo ATP luminescence, 48 h; 360,000 compounds, 1.6% hits; Potency, µM (top dose mostly 46.1 µM), inactives show at the highest dose activity, negative = less viability, actives largely listed as cytotoxic;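 also: NT is the 2HG producing partner of a matched IDH1 knockdown line; potency is read from the fitted curve at half-maximal effect; 0% = DMSO-treated cells and -100% = media-only wells without cells; nearly all actives have a fitted effect of over 55% in size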
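HT-1080-NT; 750 cells/well; 5% FBS RPMI; 48 h compound, 37 degrees C; CellTiter-Glo luminescence; curve fitting and curve-class assignment.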
Active calls of the source: *; ? = inconclusive; · = no result given; [ ] = remark or other dose. Unless noted, calls follow the shape of the dose curve; as a rule, active = well fitted curve in the direction sought with a large enough effect; inconclusive = small, poorly fitted or top-dose-only effect, or another doubt; inactive = no such curve, though single readings can be large; an effect the other way counts as inactive or inconclusive.

canonical_smiles,MCF10A rerep,KB-3-1 tox,IL-1B inflam inh,SW480 rerep,WRN helicase inh,ATXN2 expr inh,HT1080 IDH1KD tx,KB-V1 cytotox,HT1080NT lethal
Cc1ccccc1OCC(=O)Nc1nnc(COc2ccccc2)s1,8.8%,·,5.1,1.3%,-18.3%,3.7%,6.4%,·,6.7%
COc1ccc2oc(C(=O)N3CCN(C(=O)c4ccco4)CC3)c(C)c2c1,-0.9%,?,-13.6,0.0%,-8.0%,5.4%,14.0%,?,9.1%
O=C(Nc1cccc(Cl)c1Cl)C1CCN(C(=O)c2cccs2)CC1,-20.9%,18.7%,-5.0,-4.9%,-4.8%,-10.3%,11.3%,-17.8%,16.7%
COc1ccccc1NNC(=O)c1cccnc1Oc1ccccc1,-17.0%,7.0%,·,-50.3%[inhibitor],-1.1%,15.2%,?,-16.2%,-17.5%
CC(C)N1CCc2c(sc(NC(=O)c3nc4ccccc4s3)c2C(N)=O)C1,23.3%,-25.4%,-9.7,?,9.8%,-8.0%,-28.1%,?,?
CN(CCCN1CCOCC1)C(=O)c1cc(COc2c(F)cccc2F)on1,-0.8%,-1.0%,-11.6,-2.8%,?,-10.4%,0.5%,-18.9%,-0.8%
CC(C)(C)OC(=O)NCCCCCNC(=O)c1[nH]cnc1C(=O)N[C@@H](CCCCNC(=O)OC(C)(C)C)C(=O)OC(C)(C)C,?,0.0%,-20.6,?,-11.0%,?,-24.0%,?,?
CCc1cc(-c2n[nH]c(=S)n2CC(C)C)cs1,?,8.1%,3.9,-0.9%,-5.6%,2.2%,6.5%,4.7%,3.8%
COc1ccc(C(C)(C)C)cc1NC(=O)c1ccccc1-n1cnnn1,-1.0%,-6.9%,17.5,?,6.4%,-4.7%,-0.1%,7.0%,-2.7%
CC(C)(C)OC(=O)N1Cc2ccccc2C[C@H]1C(=O)NCC(=O)NC1CCCC1,-0.8%,-11.2%,-1.7,-2.4%,-5.6%,-6.9%,-1.9%,-24.6%,-2.0%
O=C(Nc1ccc(Cn2cccn2)cc1)c1ccc(COc2ccc(Br)cc2)cc1,3.4%,19.2%,13.1,-1.7%[9.22 µM],0.5%,-5.8%,-1.4%,0.2%,3.7%
CCOC(=O)C1CCC(CNCc2ccccc2C)CC1 (stereo not drawn),4.1%,4.7%,-4.4,-3.8%,-8.7%,-5.4%,13.7%,-16.1%,1.0%
CC(NC(=O)CN1C(=O)c2ccccc2C1=O)c1ccccc1 (stereo not drawn),4.5%,9.2%,5.1,-5.6%,1.6%[57.1 µM],-0.9%,15.5%,5.1%,7.6%
COc1ccc(C)cc1NC(=O)c1ccc(N(C)S(C)(=O)=O)cc1,1.4%,1.3%,-1.2,-0.5%,0.5%,1.7%,-2.9%,-20.7%,2.7%
CCn1c(SCC(=O)OC)nnc1-c1ccccc1,-2.2%,-12.3%,-21.8,-1.7%,0.4%,-9.7%,0.3%,-1.5%,2.4%
NC(=O)c1ccc(NC(=O)COC(=O)CC23CC4CC(CC(Br)(C4)C2)C3)cc1,24.2%,12.2%,9.8,?,-17.7%,-9.1%,2.7%,-2.8%,-5.4%
CCN(CC)CCC(c1cc(OC)c(OC)c(OC)c1)c1c(OC)cc(OC)c2c(C)cc(=O)oc12 (stereo not drawn),10.1%,1.8%,-11.2,-3.9%,11.8%,7.6%,-5.3%,?,-3.7%
c1cncc(-c2nnc(-c3ccco3)o2)c1,-4.2%,0.4%,-12.2,-8.4%,-15.7%,3.6%,-1.0%,1.9%,-1.7%
Nc1n[nH]c2c1C1(CCCC1)Cc1ccccc1-2,7.7%,7.2%,-12.4,6.5%,-0.5%,-3.4%,2.5%,11.5%,-2.7%
CSc1nnc(-c2cccc(C)c2)n1N,-1.9%,21.7%,3.8,-5.6%,5.2%,5.4%,9.8%,9.1%,10.1%
COc1ccc(-c2nnc(SCC(=O)Oc3ccc(C)cc3)o2)cc1,-5.0%,9.8%,3.0,-17.5%[9.22 µM],-19.5%,-17.2%,14.8%,19.6%,16.1%
Cc1cc(-c2csc(N)n2)c(C)n1-c1ccccc1,-2.1%,-4.0%,-1.8,6.0%,-3.5%[57.1 µM],·,-3.4%,-12.8%,-0.2%
Cn1ccnc1C(O)(c1ccccc1)c1nccn1C,0.5%,8.8%,6.5,-6.4%,-6.8%,4.9%,8.9%,3.7%,25.0%
COc1cc(/C=N/NC(=S)Nc2cccc(C(=O)O)c2)ccc1O,-3.7%,0.0%,0.0,·,-32.0%,?,5.5%,2.4%,2.5%
O=C(O)CCCC(=O)Nc1ccc(S(=O)(=O)Nc2nccs2)cc1,?,7.3%,-7.4,1.5%,6.9%,-5.4%,15.5%,12.2%,11.9%
CCOc1ccc(N=Cc2ccccc2O)cc1,1.3%,0.7%,6.9,-11.6%,-0.1%,19.3%,10.1%,9.8%,-7.7%
Cc1ccc(C)c(C(O)c2ncc(-c3ccc(F)cc3)[nH]2)c1 (stereo not drawn),·,-0.1%,-18.6,·,-6.0%,-10.6%,-2.7%,0.0%,2.5%
C=CCn1c(SCC(=O)N(CCOC)c2c(N)n(CCCC)c(=O)[nH]c2=O)nnc1-c1ccc(Cl)cc1,5.0%,3.3%,-25.4,-103.5%[inhibitor],-9.4%,-7.8%,7.8%,18.2%,4.5%
O=C(CNS(=O)(=O)c1ccc(Br)s1)N1CCCC1,6.3%,-3.4%,10.0,2.1%,-28.3%[57.1 µM],-4.4%,8.1%,-21.5%,5.8%
Cc1ccc(OCCN2CCC2(C)C(=O)NCc2cccc3ccccc23)cc1 (stereo not drawn),·,-24.8%,-11.1,·,-8.0%,-23.0%,?,?,?
CC1C(Br)C(=O)NC(=O)N1Cc1ccccc1 (stereo not drawn),-4.2%,3.1%,38.2,0.9%,-28.0%,-20.0%,-0.3%,-18.3%,-1.2%
COc1cccc(/C=C2\SC(=S)N(CCCC(=O)Nc3cccc(C(=O)O)c3)C2=O)c1,·,-2.4%,24.5,·,-7.5%,·,-5.0%,27.7%,-14.8%
O=C(c1ccc(S(=O)(=O)Nc2ccccc2Cl)cc1)N1CCOCC1,2.4%,-27.8%,11.6,-1.9%,-8.2%,7.3%,4.2%,1.3%,-1.2%
O=C(c1ccc2c(=O)n(Cc3ccco3)c(=S)[nH]c2c1)N1CCN(Cc2ccccc2)CC1,?,?,18.6,0.7%,-11.8%,-6.1%,?,20.6µM*,-23.3%
C=CCc1cc(C=O)cc(OC)c1OCc1ccc(C(=O)O)cc1,1.8%,-8.7%,4.8,-100.7%,-8.8%,18.3%,-13.9%,23.3%,-9.1%
COc1ccc(CN2C(=O)c3ccccc3C2=O)cc1,7.5%,2.9%,-10.7,2.7%,3.2%,1.8%,3.7%,0.0%,-0.6%
O=C(NCc1nc2ccccc2[nH]1)C1=C[C@H](c2ccc(C(F)(F)F)cc2)C[C@H](OCCCCO)O1,24.9%,-13.8%,-20.3,2.2%,-2.0%,-8.6%,-5.5%,13.5%,-2.3%
COc1ccc(OC)c(C2CC(=O)N3CN(c4ccc(C)c(Cl)c4)CSC3=C2C#N)c1 (stereo not drawn),12.8%,11.1%,18.0,-7.0%,-5.2%,23.1%,1.6%,0.0%,19.4%
NC(=O)c1ccc(NC(=O)CCN=C2NS(=O)(=O)c3ccccc32)cc1,-0.5%,1.9%,0.0,-5.4%,-9.0%,-1.9%,11.7%,15.0%,1.9%
O=C(NCCCN1CCOCC1)C(=O)NCc1ccco1,-2.5%,-0.5%,17.8,-4.5%,-8.1%,·,-2.8%,-11.7%,-0.6%

7 of these compounds, reformatted:
Order of results: MCF10A rerep	KB-3-1 tox	IL-1B inflam inh	SW480 rerep	WRN helicase inh	ATXN2 expr inh	HT1080 IDH1KD tx	KB-V1 cytotox	HT1080NT lethal
> O=C(c1ccc2c(=O)n(Cc3ccco3)c(=S)[nH]c2c1)N1CCN(Cc2ccccc2)CC1
→ ?	?	18.6	0.7%	-11.8%	-6.1%	?	20.6µM*	-23.3%
> C=CCc1cc(C=O)cc(OC)c1OCc1ccc(C(=O)O)cc1
→ 1.8%	-8.7%	4.8	-100.7%	-8.8%	18.3%	-13.9%	23.3%	-9.1%
> COc1ccc(CN2C(=O)c3ccccc3C2=O)cc1
→ 7.5%	2.9%	-10.7	2.7%	3.2%	1.8%	3.7%	0.0%	-0.6%
> O=C(NCc1nc2ccccc2[nH]1)C1=C[C@H](c2ccc(C(F)(F)F)cc2)C[C@H](OCCCCO)O1
→ 24.9%	-13.8%	-20.3	2.2%	-2.0%	-8.6%	-5.5%	13.5%	-2.3%
> COc1ccc(OC)c(C2CC(=O)N3CN(c4ccc(C)c(Cl)c4)CSC3=C2C#N)c1 (stereo not drawn)
→ 12.8%	11.1%	18.0	-7.0%	-5.2%	23.1%	1.6%	0.0%	19.4%
> NC(=O)c1ccc(NC(=O)CCN=C2NS(=O)(=O)c3ccccc32)cc1
→ -0.5%	1.9%	0.0	-5.4%	-9.0%	-1.9%	11.7%	15.0%	1.9%
> O=C(NCCCN1CCOCC1)C(=O)NCc1ccco1
→ -2.5%	-0.5%	17.8	-4.5%	-8.1%	·	-2.8%	-11.7%	-0.6%
